Assay outcomes (PubChem)
AmpC inh det: Promiscuous and Specific Inhibitors of AmpC Beta-Lactamase (assay with detergent). P00811. purified AmpC, nitrocefin hydrolysis with detergent. Potency, µM (titrated, usually from 28.7 µM), without a hit: at the top dose activity change, negative = inhibition. actives 0.09% (n = 71,000). AID 584, 2007; active = well fitted curve in the direction sought with a large enough effect
Target sequence (P00811 whole entry, looked up): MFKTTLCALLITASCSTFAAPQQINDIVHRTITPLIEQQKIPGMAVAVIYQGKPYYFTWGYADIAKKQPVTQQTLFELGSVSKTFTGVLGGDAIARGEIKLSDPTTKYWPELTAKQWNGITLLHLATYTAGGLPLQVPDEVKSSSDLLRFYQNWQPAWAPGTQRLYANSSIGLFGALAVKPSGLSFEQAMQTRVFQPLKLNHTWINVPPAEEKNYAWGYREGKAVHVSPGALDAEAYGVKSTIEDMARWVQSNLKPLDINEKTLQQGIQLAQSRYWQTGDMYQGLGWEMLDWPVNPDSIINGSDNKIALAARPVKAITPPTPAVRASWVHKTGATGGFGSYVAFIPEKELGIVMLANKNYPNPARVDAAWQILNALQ
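E. coli AmpC (5.3 nM) in 20 mM phosphate pH 7.0 with 0.01% Triton X-100, preincubated 15 min RT with compound; nitrocefin (2 uL of 800 uM stock) hydrolysis followed by 480 nm absorbance every 20 s over 4 min.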
* = called active by the depositor; & = joins results of further samples; [ ] = dose if it differs, or a comment. % is set by controls: 0 for no effect and ±100 for the full control effect; potency is the fitted concentration of half-maximal effect.

SMILES	AmpC inh det
Cc1ccc(-n2c(=O)[nH]c3c(C(N)=O)nc(CC(C)C)nc32)cc1	-4%
Cn1c(-c2ccc3c(c2)OCO3)cnc1NCc1ccccc1	-1%
Cc1cc(C)nc(NC2=NCC(=O)N2c2ccc(F)c(Cl)c2)n1	-4%
O=c1cc(-c2ccccc2)[nH]c2nc(Cl)ccc12	-2%
O=C1CCCCC1Sc1nnc(Cc2cccs2)n1CCc1ccccc1 (configuration not stated)	-3%
Cc1cnc(-c2nnc(N(C)C(=O)C3CCOC3)s2)cn1 (configuration not stated)	-2%
CC(C)N=C(N)/N=C(\N)Nc1ccc(Cl)cc1	-1%[12.8 µM]
CN1C(=O)C(O)(C2COC(C)(C)CC2=O)c2cc(Br)ccc21 (configuration not stated)	-1%
Cn1cc(C(=O)c2ccc(Cl)cc2)cc1-c1nc2ccccc2n1C	18%
COCCOC(=O)C1=C(C)NC(C)=C(C(=O)OC(C)C)[C@H]1c1cccc([N+](=O)[O-])c1	1%[12.8 µM]
COc1ccccc1-c1nc(SCC(=O)O)n[nH]1	0%
COCCOC(=O)c1cc(C(=O)c2cc(F)ccc2O)coc1=N	-2%
O=c1[nH]cnc2cc(Cl)ccc12	27%
Cc1cnc(NC(=O)C(C)N2C(=O)C3CC=CCC3C2=O)s1 (configuration not stated)	-5%
CC1(C)C(=O)C2(CCCCC2)C(=O)OC1c1cccs1 (configuration not stated)	-1%
CCCCNc1c(C(=O)OCC)c(C)nc2c1cnn2CC	0%
Cc1ccc(CCN2CC(C(=O)NCCN3CCOCC3)CC2=O)cc1 (configuration not stated)	-1%
CC[n+]1c(-c2ccccc2)c2cc(N)ccc2c2ccc(N)cc21	8%
Cc1cc(NC(=O)c2ccc3nc(C)sc3c2)no1	4%
COc1ccc(CN(CCN(C)C)Cc2ccccc2)c(OC)c1	-2%
Cc1ccccc1C(=O)NCc1ccncc1	-2%
Clc1ccccc1-c1nnc2sc(CCc3ccccc3)nn12	-6%
OC1(c2cccc(C(F)(F)F)c2)CCNCC1	11%
CC(=O)N1CCC[C@@]2(CCN(c3ccccc3)C2)C1	0%
Cc1cccc(N=C2NC(=O)/C(=C3/C(=O)N(C)c4ccccc43)S2)c1C	8%
O=C1OC(NC(=O)c2ccccc2)C(N2CCOCC2)=C1Cl (configuration not stated)	-3%
COc1ccc(N2CCCn3c2nc2c3c(=O)n(Cc3ccccc3F)c(=O)n2C)c(OC)c1	-1%
CC(=O)NC1CC2CCCC(C1)N2CC(=O)NCc1ccc(F)cc1 (configuration not stated)	-1%
CCOc1ccc(N2C(=O)CC(NCCc3ccc(S(N)(=O)=O)cc3)C2=O)cc1 (configuration not stated)	-2%
CN(C(=O)Cc1ccc(Cl)c(Cl)c1)[C@@H](CN1CCCC1)c1cccc(OCC(=O)O)c1	-2%&-2%
CC(CCc1ccccc1)NC(=O)C1CCCN(C(=O)c2cc3sccc3n2C)C1 (configuration not stated)	-3%
CCCS(=O)(=O)N1CCN(C(=O)c2cc(OC)cc(OC)c2)CC1	11%
COc1ccc(Cc2nnc(SCC(=O)NC3CCCCC3)n2C)cc1	-2%
O=C(O)c1cccn1Cc1ccccc1F	0%
CCc1cccc(N(C)C(N)=Nc2cccc3ccccc23)c1	0%
Cc1ccnc(SCC(=O)Nc2oc(-c3ccccc3)c(-c3ccccc3)c2C#N)n1	-2%
Cc1ccc2c(c1)C1CN(C)CCC1N2C(=O)Cc1cccs1 (configuration not stated)	-5%
O=C(NCCc1ccc(Cl)cc1)C1CCN(S(=O)(=O)N2CCCCC2)CC1	-1%
CN/C(=C\[N+](=O)[O-])NCCSCc1ccc(CN(C)C)o1	1%
O=C(NCC1CCCO1)c1ccc(C(=O)NCC2CCCO2)cc1 (configuration not stated)	-1%
CCOc1ccc(-n2ccnc2SCC(=O)Nc2nnc(CC)s2)cc1	-6%
CCCSc1nc(N)cc(=O)[nH]1	0%
Cc1ccc(C(C(=O)NCc2ccco2)N(Cc2ccco2)C(=O)CNC(=O)c2ccco2)cc1 (configuration not stated)	-1%
Cc1ccc(C)n1-c1ccc(N2CCOCC2)nc1	-4%
CCNc1nc(Oc2ccc(C(=O)OC)cc2)nc(SC)n1	-1%
Nc1nonc1C(=O)NCCNCc1cc(Br)ccc1OCc1ccc(F)cc1	-4%
O=C(Nc1sc2c(c1C(=O)NCc1cccnc1)CCCC2)c1ccco1	-4%
CCc1ccc(CNc2ccc(O)cc2)cc1	-2%
CCOc1ccc(CNC(=O)C2CCN(S(=O)(=O)N3CCCC3)CC2)cc1OC	-1%
Cc1cc(C)n(-c2nc3ccccc3c(=O)n2OCC(=O)N(C)C)n1	-1%
Cc1nnc(C)c2c(C)n(-c3ccc(Br)cc3)c(C)c12	7%
Cc1nnc(NC(=O)C2CCCN(S(=O)(=O)c3ccccc3C(F)(F)F)C2)s1 (configuration not stated)	-2%
Oc1ccc(Cl)cc1	12%
COCCNC(=O)C(c1ccccc1)N(Cc1cccs1)C(=O)Cn1nnc2ccccc21 (configuration not stated)	21%
CCc1nnc(NC(=O)CSc2nnc(COc3ccc(C)cc3)n2-c2ccccc2)s1	-2%
CSCC[C@H](NC(=O)Nc1ccc(C)cc1C)C(=O)O	-2%
CN(CC(=O)N1CCCCCC1)S(=O)(=O)c1ccc(Br)s1	-1%
Cc1onc(-c2c(F)cccc2Cl)c1C(=O)OCn1nnc2ccccc2c1=O	-1%
CCOC(=O)c1cccc(NC(=O)CSc2nnc(-c3cccnc3)n2C)c1	10%
CCS(=O)c1ccccc1C(=O)O (configuration not stated)	17%

Next structures follow:
SMILES	AmpC inh det
CCCNC(=O)CC1Sc2ccccc2NC1=O (configuration not stated)	-4%
CSc1nc(-c2ccco2)cc(-c2ccccc2)c1C#N	12%
COC(=O)c1ccc(C(NC(=O)OCc2ccccc2)/C(I)=C/[C@@H](C)C(=O)Nc2ccccc2)cc1 (some centres not stated)	9%
CCOC(=O)c1ccc(COC(=O)CCc2nc3ccccc3[nH]c2=O)o1	8%
Cc1cc2c(cc1C)NC1(C(=O)Nc3ccccc31)C1=C(CC(C)(C)CC1=O)N2 (configuration not stated)	-7%
COc1ccc(N2CCN(C(=O)CN3C(=O)C4CC=CCC4C3=O)CC2)cc1 (configuration not stated)	1%
CCn1ccnc1C(O)c1cccc(OC)c1 (configuration not stated)	1%
CC(C)(C)NC(=O)c1cccc(NC(=O)c2ccc(NC(=O)c3ccco3)cc2)c1	-2%
Nc1c(C(=O)NC2CC2)c2nc3ccccc3nc2n1-c1ccc2c(c1)OCO2	10%
COC(=O)c1ccccc1N1C(=O)C2C(C1=O)[C@H]1C=C[C@@H]2C1 (some centres not stated)	7%
O=C(Nc1ccc2nc(-c3ccc(Br)o3)[nH]c2c1)c1ccco1	14%
COC(=O)C1(CC(C)C)C=C2C(=C(C)C(=O)C2C)CN1 (configuration not stated)	-3%
COc1cccc(NC(=O)N2CCC(C(=O)Nc3ccc(C)cc3C)CC2)c1	-2%
COC(=O)CN(c1ccc2c(c1)OCCO2)S(=O)(=O)c1ccccc1	-2%
O=C(CC1(O)C(=O)N(C/C=C/c2ccccc2)c2ccccc21)c1ccccn1 (configuration not stated)	-2%
COCCn1c(=O)c(CCc2ccccc2)nc2cnc(N3CCN(C)CC3)nc21	-1%
CSc1nc2ccc(Nc3nc(N4CCOCC4)nc(N4CCOCC4)n3)cc2s1	-6%
COc1ccc(C(=O)Nc2ccc(-c3cn4ccsc4n3)cc2)cc1S(=O)(=O)N1CCOCC1	-4%
CCCCCCSc1nsc(NC(C)=O)n1	2%
O=C(Nc1cccc(F)c1)N1CCCC2(CCN(C(=O)c3ccncc3)CC2)C1	-1%
COC(=O)C1=C(C)N(C)C(C)=C(C(=O)OC)C1c1ccccc1C	8%
NC(=O)C1CCN(C(=O)C2CCN(S(=O)(=O)c3ccccc3)CC2)CC1	7%
CCOC(=O)c1ccc(NC2c3ccccc3C(=O)N2c2cccnc2)cc1 (configuration not stated)	11%
COc1ccc(-c2nc3cnc(Nc4ccccc4)nc3n(Cc3cccs3)c2=O)cc1	4%
COc1ccc(C(=O)N2CCC(C(=O)Nc3cccc(C)c3)CC2)cc1OC	-1%
COCCc1ccc(OC[C@H](O)CNC(C)C)cc1	-2%[12.8 µM]
CCNc1ncc2nc(-c3cc(F)cc(F)c3)c(=O)n(Cc3cccs3)c2n1	0%
COC(=O)C1CCN(C(=O)C2CCCCC2)CC1	-2%
CCOc1ccc(-n2cc(C(=O)N3CCN(C)CC3)c3cc(OC)c(OC)cc3c2=O)cc1	-2%
CN(C)CCCNC(=O)CC(c1ccc(F)cc1)c1ccco1 (configuration not stated)	-1%
COc1ccc(NS(=O)(=O)c2c(C)[nH]c(=O)[nH]c2=O)c(OC)c1	-3%
N#Cc1c(N)nc(SCC(=O)NC2CCCCC2)c(C#N)c1-c1ccc(Cl)cc1	-1%
Cn1c2ccccc2c2nnc(SCc3ccc4nonc4c3)nc21	-6%
O=C(NCCN1C(=O)CCC1=O)c1ccncc1	-1%
CCN1CCN(c2ncnc3c2sc(=S)n3-c2ccccc2)CC1	10%
Cn1nnnc1SCC(=O)NC(=O)Cc1ccccc1	0%
CC1(C)N=C(N)N=C(N)N1c1cccc(CSc2ccccc2)c1	-3%[5.75 µM]
CCOc1ccc(CCNC(=O)C2CCN(c3nnc(-n4cccc4)s3)CC2)cc1OCC	13%
O=C(NC1CCCCCCC1)C1CCCN(S(=O)(=O)c2cnc[nH]2)C1 (configuration not stated)	4%
O=c1[nH]c(=O)n(-c2cccc(Cl)c2)c(O)c1/C=N/c1ccccn1	-4%
Cc1ccc(-c2cc(C(F)(F)F)n3ncc(C(=O)NCc4ccco4)c3n2)cc1	-2%
O=C(C1CC(=O)N(C2CCCC2)C1)N1CCN(c2ccc(F)cc2)CC1 (configuration not stated)	3%
COc1ccc(NS(=O)(=O)c2ccc3oc(Nc4ccc5c(c4)OCCO5)nc3c2)cc1	13%
CC1(C)C2CCC(C2)C1(C)NC(=O)CN1CCOCC1 (configuration not stated)	-5%
CN1CCN(CCCN2c3ccccc3Sc3ccc(C(F)(F)F)cc32)CC1	0%[5.75 µM]
CC(N=C1NS(=O)(=O)c2ccccc21)c1ccccc1 (configuration not stated)	-6%
COc1ccc(CCNC(=O)C2CCN(S(=O)(=O)c3cccc4nsnc34)CC2)cc1OC	1%
CCOC(=O)c1ccc(NC(=O)CCc2ccc(CC)o2)cc1	12%
O=c1cc(C(F)(F)F)nc(-c2ccccc2)[nH]1	-3%
CC1(C)N=C(C(=O)c2ccccc2)N(O)C1(C)O (configuration not stated)	-3%
CC(C)c1ccc(NC(=O)CSc2nnc(-c3ccccn3)n2C)cc1	-6%
COc1cc(NC(=O)c2cnn3c(C)cc(C)nc23)c(OC)cc1Cl	-6%
Cc1ccc(CN(c2ccc(C(=O)N3CCOCC3)cc2)S(C)(=O)=O)cc1	-6%
COc1ccccc1CC(NC(C)=O)C(=O)NC1CCN(c2nnnn2-c2ccccc2)CC1 (configuration not stated)	9%
COc1ccccc1S(=O)(=O)Cc1ccc(C(=O)NCCN2CCCC2)o1	0%
COc1ccccc1-c1cc(C(=O)NCc2cccs2)no1	-5%
Cc1nn(C(=O)c2cccs2)c(N)c1-c1ccccc1	1%
CCOC(=O)c1cnc(SCC(=O)Nc2sc(C)c(C)c2C#N)nc1N	-2%
COCCNC(=O)c1c[nH]c2ccc(OC)cc2c1=O	0%
O=C(c1cn(CC(=O)N2CCCC2)c2ccccc12)C1CCCCC1	13%

Other entries follow.
SMILES	AmpC inh det
CCOC(=O)C(CC)n1cnc2c(cnn2-c2ccc(Cl)cc2)c1=O (configuration not stated)	9%
O=C(CCCCCN1C(=O)CCC1=O)Nc1ncn[nH]1	-6%
Cc1cccn2c(=O)c(C=Nc3ccccc3)c(NCCO)nc12	9%
Nc1ccc(-n2c(N)c(C(=O)NCc3ccc4c(c3)OCO4)c3nc4ccccc4nc32)cc1	-5%
COc1ccc2[nH]c3c(NCCN4CCCCC4)ncnc3c2c1	2%
COc1ccc(-n2c(Cc3cccn3C)nnc2SCC(=O)Nc2ccccc2C)cc1	12%

Among those listed so far, 15 have a Cl atom.
SMILES	AmpC inh det
Cc1cc(C)nc(NC2=NCC(=O)N2c2ccc(F)c(Cl)c2)n1	-4%
O=c1cc(-c2ccccc2)[nH]c2nc(Cl)ccc12	-2%
CC(C)N=C(N)/N=C(\N)Nc1ccc(Cl)cc1	-1%[12.8 µM]
Cn1cc(C(=O)c2ccc(Cl)cc2)cc1-c1nc2ccccc2n1C	18%
O=c1[nH]cnc2cc(Cl)ccc12	27%
Clc1ccccc1-c1nnc2sc(CCc3ccccc3)nn12	-6%
O=C1OC(NC(=O)c2ccccc2)C(N2CCOCC2)=C1Cl (configuration not stated)	-3%
CN(C(=O)Cc1ccc(Cl)c(Cl)c1)[C@@H](CN1CCCC1)c1cccc(OCC(=O)O)c1	-2%&-2%
O=C(NCCc1ccc(Cl)cc1)C1CCN(S(=O)(=O)N2CCCCC2)CC1	-1%
Oc1ccc(Cl)cc1	12%
Cc1onc(-c2c(F)cccc2Cl)c1C(=O)OCn1nnc2ccccc2c1=O	-1%
N#Cc1c(N)nc(SCC(=O)NC2CCCCC2)c(C#N)c1-c1ccc(Cl)cc1	-1%
O=c1[nH]c(=O)n(-c2cccc(Cl)c2)c(O)c1/C=N/c1ccccn1	-4%
COc1cc(NC(=O)c2cnn3c(C)cc(C)nc23)c(OC)cc1Cl	-6%
CCOC(=O)C(CC)n1cnc2c(cnn2-c2ccc(Cl)cc2)c1=O (configuration not stated)	9%

An excerpt, so the mix of outcomes need not match the whole.
